ABCB6 inh MLPCN: human ABCB6 transporter inhibition; fluorescence ratio to DMSO, % at 10 µM; AID 602162; actives 0.19% (n = 360,000); K562-ABCB6 porphyrin accumulation, flow cytometry, 1 h; hits give low values; Q9NP58;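 active = fluorescence ratio to DMSO below 75%, the collection mean minus 3 SD; inconclusive = too few cells collected in the well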;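 note: signal is porphyrin accumulated inside mitochondria; 100% equals median channel fluorescence of DMSO control wells; lower ratio means ABCB6 inhibition with less porphyrin fluorescence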
TLR9-MyD88 inh: inhibitors of human TLR9-MyD88 binding; Q9NR96+Q99836; CHO BLA complementation TLR9-MyD88, CCF4 FRET ratio; inhibition, % at 4.98 µM; actives 0.21% (n = 340,000); AID 504734;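 active = inhibition above the mean over all tested compounds plus 3 SD, cut at about 21% in these data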;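 note: 0% = DMSO only wells and 100% = clavulanate BLA inhibitor control wells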
Target sequence (Q99836 whole entry, looked up): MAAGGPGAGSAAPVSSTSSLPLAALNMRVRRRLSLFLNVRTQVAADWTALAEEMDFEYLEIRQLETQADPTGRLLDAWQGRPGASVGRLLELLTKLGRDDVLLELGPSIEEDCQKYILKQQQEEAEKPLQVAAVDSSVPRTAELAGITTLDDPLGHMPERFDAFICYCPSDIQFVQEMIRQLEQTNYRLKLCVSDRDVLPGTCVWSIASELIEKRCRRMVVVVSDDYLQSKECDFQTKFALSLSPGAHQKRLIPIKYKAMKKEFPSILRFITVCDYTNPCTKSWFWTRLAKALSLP
Target sequence (Q9NR96 whole entry, looked up): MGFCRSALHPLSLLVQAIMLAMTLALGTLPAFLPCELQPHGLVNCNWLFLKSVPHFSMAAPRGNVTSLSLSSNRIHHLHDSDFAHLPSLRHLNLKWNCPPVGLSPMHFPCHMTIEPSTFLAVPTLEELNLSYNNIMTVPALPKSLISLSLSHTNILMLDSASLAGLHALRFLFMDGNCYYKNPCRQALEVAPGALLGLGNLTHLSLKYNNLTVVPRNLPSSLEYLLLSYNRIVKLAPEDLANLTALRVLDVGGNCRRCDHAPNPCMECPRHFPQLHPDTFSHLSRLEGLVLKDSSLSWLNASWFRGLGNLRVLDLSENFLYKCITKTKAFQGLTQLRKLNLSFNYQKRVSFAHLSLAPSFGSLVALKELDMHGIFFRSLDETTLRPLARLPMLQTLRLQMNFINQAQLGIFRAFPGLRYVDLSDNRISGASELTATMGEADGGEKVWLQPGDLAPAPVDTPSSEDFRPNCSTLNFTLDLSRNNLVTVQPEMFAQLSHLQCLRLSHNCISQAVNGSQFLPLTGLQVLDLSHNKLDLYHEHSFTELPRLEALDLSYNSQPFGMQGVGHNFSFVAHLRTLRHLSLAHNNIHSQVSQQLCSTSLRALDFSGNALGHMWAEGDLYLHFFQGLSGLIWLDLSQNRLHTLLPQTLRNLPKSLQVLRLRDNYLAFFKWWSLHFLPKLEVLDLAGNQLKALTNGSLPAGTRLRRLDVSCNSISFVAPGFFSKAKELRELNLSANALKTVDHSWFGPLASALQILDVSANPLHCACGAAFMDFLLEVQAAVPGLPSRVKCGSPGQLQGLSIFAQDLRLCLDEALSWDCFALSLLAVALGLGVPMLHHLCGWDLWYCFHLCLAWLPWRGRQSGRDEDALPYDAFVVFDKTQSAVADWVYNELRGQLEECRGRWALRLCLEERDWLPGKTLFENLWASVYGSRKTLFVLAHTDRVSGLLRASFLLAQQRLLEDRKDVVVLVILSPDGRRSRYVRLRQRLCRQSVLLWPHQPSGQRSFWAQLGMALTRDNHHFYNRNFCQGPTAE
N-glyco inh: N-linked glycosylation inhibition; actives 0.23% (n = 360,000); D54 ERlucT glycosylation luciferase reporter, 24 h; percent of 100 nM tunicamycin response; reporter increase, % at 12.5 µM; AID 588692;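 active = mean luciferase reporter signal, scaled so untreated is 0 and the glycosylation-blocking control 100, at or above a set limit in every replicate; inconclusive = mean reaches the limit but not every replicate does; inactive = mean below the limit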;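 note: luciferase carries N-glycosylation sites so blocking glycosylation raises the light; 0% = median of neutral control wells and 100% = median of 100 nM tunicamycin wells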
ABHD5 PLIN5 PPI: blocks binding of human ABHD5 to perilipin-5; Split G. princeps luciferase complementation, luminescence, 4 h; actives 0.78% (n = 360,000); Q00G26+Q8WTS1; inhibition, % at 4 µM;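 active = inhibition above the mean inhibition across every tested compound plus 3 SD, cut at about 22% in these data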;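 note: 0% = DMSO only wells and the 100% control is not disclosed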
Vif imaging: inhibitors of HIV Vif | actives 0.35% (n = 340,000) | inhibition, % at 7.49 µM | HEK293T cells, Vif self-association by quenched fluorescence, imaging, 24 h; in the data active = inhibition above about 50%, passing the limit was not always enough; inconclusive = no clear call, values can overlap the other calls; inactive = below about 31%; note: some results filed as inactive read as strong as hits
NOD2-RIPK2 inh: inhibitors of human NOD2-RIPK2 interaction; O43353; CHO BLA complementation NOD2-RIPK2, CCF4 ratio; inhibition, % at 4.98 µM; actives 0.38% (n = 360,000); AID 624267; in the data active = inhibition above about 21%;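 note: 0% = vehicle only and 100% = reference blocker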
MC4R barr agon: agonists of human melanocortin 4 receptor (MC4R) beta-arrestin; P32245; U2OS MC4R beta-arrestin complementation, luminescence; percent of melanotan II response, DMSO zero; activation, % at 8.9 µM; actives 0.98% (n = 360,000);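 active = activation above a per-plate cutoff, the mean activation of sample wells on that plate plus 3 SD, cut at about 8% in these data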
Granule exo inh: blocks lytic granule exocytosis. TALL-104 LAMP-1 surface exposure, flow cytometry; cells stimulated with thapsigargin and PMA. inhibition, % at 10 µM. actives 0.66% (n = 360,000). AID 651702;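 active = inhibition above about 55%, limit read from the data; inconclusive = no clear call, values can overlap the other calls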
aDG glyco act: alpha-DG glycosylation activation. activation, % at 10 µM. actives 0.22% (n = 360,000). Pro5-aDG cells, alpha-DG glycosylation AlphaScreen (IIH6); 0% Pro5, 100% B10-LARGE cell signal. AID 624168;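 active = activation of at least 8% versus controls, or a plate z-score of at least 8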;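 note: Pro5 are CHO cells carrying HIG-tagged alpha-DG that lacks glycosylation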
MC4R antagonist: blocks human MC4R cAMP signaling; actives 0.48% (n = 360,000); P32245; inhibition, % at 6.5 µM; MC4R-expressing cells, MTII-stimulated cAMP, LANCE TR-FRET; AID 540295;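 active = inhibition above its plate's cutoff, the mean of tested wells on that plate plus 3 SD, cut at about 29% in these data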;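 note: 0% = Melanotan II alone and 100% = Melanotan II plus saturating MCL0020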
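Material: U2OS-MC4R stable cell line | Reagent: Melanotan II challenge after compound preincubation | Doses: One concentration, 6.5 µM nominal | Incubation: 30-min compound preincubation, 1-h Melanotan II challenge, 1-h detection, room temperature | Signal: TR-FRET cAMP assay | Replicates: One well per compound, no replicates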
* = called active by the depositor; ? = inconclusive; / = no result given. An excerpt; the hit share may differ from the screen's.

ABCB6 inh MLPCN,TLR9-MyD88 inh,N-glyco inh,ABHD5 PLIN5 PPI,Vif imaging,NOD2-RIPK2 inh,MC4R barr agon,Granule exo inh,aDG glyco act,MC4R antagonist,Molecule
99.0,-4.7,0.2,3.1,-8.3,-17.1,0.4,0.0,-0.1,6.3,Cc1nc(N2CCc3ccccc3C2)[nH]c(=O)c1Cc1ccccc1
92.0,-0.6,3.6,-1.2,10.4,-4.3,-1.3,-3.1,0.2,4.0,CCCCOc1ccc(C(=O)Nc2ccc(S(=O)(=O)Nc3cc(C)on3)cc2)cc1OC
112.0,-4.6,12.8,25.3*,-3.6,1.9,-3.1,25.9,0.0,4.2,O=C(Nc1nc(-c2ccco2)c(-c2ccco2)s1)c1ccco1
99.0,0.4,2.3,-6.1,7.4,1.1,0.2,7.6,0.0,7.7,O=C(COC(=O)c1cccc(S(=O)(=O)N2CCOCC2)c1)NC1CCCCC1
97.0,7.5,-0.8,-3.5,-0.6,6.1,-2.4,-1.8,0.0,-5.8,COc1ccc(/C=C2/SC(=O)N(CCNC(=O)C3CC(=O)N(Cc4ccccc4)C3)C2=O)cc1 (configuration not stated)
95.0,-1.1,1.2,-0.5,-11.0,-0.8,-0.3,2.3,-0.1,-3.6,CC(C)(C)C(=O)/C=c1\[nH]c(=O)/c(=C\c2ccccc2F)s1
101.0,-0.4,1.8,5.6,-1.2,-1.7,1.8,9.4,0.0,-1.7,COc1ccc(CCN2CC(C(=O)OCC(=O)N(C)Cc3ccccc3)CC2=O)cc1OC (configuration not stated)
92.0,-0.5,-2.0,-1.9,-1.8,-8.6,2.5,-0.3,0.0,2.2,CCOC(=O)C1CCN(C(=O)c2cccc(NS(=O)(=O)c3ccc(Br)cc3)c2)CC1
96.0,-1.1,2.5,-2.6,/,-8.5,-0.9,-9.1,0.2,1.5,CC(C)(OC(=O)c1ccc(C#N)cc1)c1cc2ccccc2c(=O)o1
90.0,0.0,1.5,9.8,-0.2,-5.2,-1.4,-8.9,0.4,7.4,C=CCNC(=O)CN1CCN(Cc2ccc3c(c2)OCO3)CC1
93.0,14.7,2.2,1.9,-1.2,-0.9,-1.3,-1.6,-0.1,7.9,CCN(CC)C(=O)COc1ccc(Br)cc1Cl
80.0,-0.1,8.4,-2.0,4.6,-6.5,-1.5,5.2,-0.1,-21.1,O=C(Cn1cnc2c(cnn2-c2ccccc2)c1=O)NCc1ccccc1
106.0,7.3,7.0,9.8,-2.6,6.8,-0.3,36.5,-0.5,8.7,O=S1(=O)C=C(Sc2nc3cc(Cl)ccc3o2)c2ccccc21
109.0,6.2,-5.3,1.6,-14.6,9.6,6.0,-3.6,0.0,1.9,Cc1ccc(-c2nc3ccccc3c(=O)n2Cc2ccccc2)cc1
106.0,11.4,-0.1,-5.0,-0.4,-2.3,-2.0,3.2,0.1,-3.0,Cc1cc(N2CCN(C(=O)Nc3ccccc3C#N)CC2)c2ccccc2n1
99.0,-8.9,2.6,-13.4,-1.1,9.3,-0.8,0.8,0.2,7.1,CNc1oc(Cc2ccccc2)nc1S(=O)(=O)c1ccc(Cl)cc1
96.0,-2.3,-1.2,9.3,2.3,1.7,0.7,-7.7,-0.2,-0.2,COCC(C)NC(=O)c1cc(-c2ccc(O)cc2)on1 (configuration not stated)
111.0,-4.0,-4.8,-2.3,-1.8,-3.8,-2.1,3.1,0.1,3.2,Cc1ccc(C(=O)N2CCN(Cc3ccc4c(c3)OCO4)CC2)cc1C
101.0,-0.1,-0.1,3.7,14.5,6.5,-0.5,-2.9,-0.1,-4.5,Cc1cccc(C(=O)NNC(=O)CSc2nnc(C(C)C)n2C)c1
99.0,-6.4,-0.7,-2.2,-6.0,-19.9,3.0,1.1,0.2,-4.5,Cc1nccn1CCC(=O)NC1CCCc2c1cnn2-c1ccc(C(C)(C)C)cc1 (configuration not stated)
97.0,3.5,-1.2,-1.7,-6.6,3.1,-1.8,1.7,0.3,7.7,Cc1cccc(C(C)C)c1NC(=O)C1CCN(S(=O)(=O)c2ccccc2)CC1
97.0,-6.1,-5.1,1.1,-1.6,-4.3,-1.2,-0.1,0.2,7.2,C(=C\c1nc(-c2ccncc2)no1)/c1ccccc1
95.0,4.7,-2.6,2.3,-11.7,-6.3,-1.9,-4.0,0.4,8.0,CCOC(=O)c1sc(=NC(=O)c2ccccc2)n(C)c1C
?,4.6,1.4,0.8,39.2,3.2,-1.2,-1.4,-0.3,0.6,COc1ccc(N(CC(=O)NCc2ccco2)S(=O)(=O)c2c(C)nn(C)c2C)cc1
98.0,1.3,0.7,-0.6,9.2,-7.6,-1.9,-0.8,-0.2,3.9,Cc1ccccc1N(C(=O)c1csnn1)C(C(=O)NC(C)(C)C)c1ccncc1 (configuration not stated)
93.0,-6.0,0.0,0.6,7.9,-12.6,4.3,21.3,0.1,5.7,CCOc1ccccc1NC(=O)COc1ccc2c(c1)OCO2
90.0,7.5,-2.0,-5.5,-0.3,1.0,0.5,0.8,-0.1,24.2,CCOc1ccc(Cl)cc1S(=O)(=O)n1nnc2ccccc21
101.0,-14.1,0.6,-1.4,-0.7,-10.4,-1.3,-2.7,0.5,-1.6,COc1ccc(C(=O)NNC(=O)C(=O)N2CCCCC2)cc1OC
91.0,-2.0,-0.1,-3.1,34.0,-8.6,-3.1,2.0,-0.1,5.7,Cc1cc(C)n(C(=O)CNC(=O)/C=C/c2ccccc2)n1
94.0,-3.9,8.2,-1.4,10.7,3.0,2.6,-1.4,0.0,8.8,CCC(C)c1c(O)nc(SCC(=O)c2ccccc2)[nH]c1=O (configuration not stated)
103.0,-4.3,1.7,0.2,35.2,-17.9,1.4,-6.1,-0.1,-4.7,Cc1cccc(/C=N\N=C\c2cccc(C)c2)c1
97.0,-3.8,2.8,-8.3,10.2,-3.1,0.2,0.8,-0.2,5.8,CC1(C)Cc2c(c(=S)nc(-c3ccccc3)n2CCN2CCOCC2)CO1
103.0,-1.8,-0.8,-2.2,6.8,-19.4,-1.0,7.3,-0.1,5.7,COCC(C)n1c(COc2ccccc2F)nnc1SCC(=O)c1c(N)n(C)c(=O)n(C)c1=O (configuration not stated)
93.0,-2.2,-0.7,2.3,7.1,0.6,-0.3,3.0,-0.2,-1.1,CCCCCCS(=O)Cc1ccccc1 (configuration not stated)
98.0,0.3,0.8,1.0,1.9,-3.0,-0.7,-1.8,0.2,5.0,O=C(CCc1ccccc1)NCCSCc1c(F)cccc1Cl
101.0,-5.0,1.4,3.6,-0.9,-10.6,-1.1,-1.6,-0.2,3.7,CN(Cc1ccccc1)C(=C(Cl)Cl)C(=C1NCCN1)[N+](=O)[O-]
103.0,0.1,1.0,0.0,-1.5,2.8,2.4,-2.0,0.0,19.4,O=c1cc(CCl)[nH]c2nc3ccccc3n12
99.0,2.3,-2.2,1.4,10.0,1.5,-0.8,-8.8,-0.1,1.1,O=C(O)c1cc2cc(Oc3ccccc3)ccc2[nH]1
96.0,-2.1,-0.7,-11.0,4.6,11.1,-3.3,16.1,1.2,5.8,Cc1ccc(NC(=O)Cc2nc(COC(=O)c3c(F)cccc3Cl)cs2)cc1
96.0,-5.1,11.8,2.2,2.8,-6.2,-1.9,-0.9,0.0,-19.7,O=c1[nH]c(NCc2ccco2)nnc1Cc1ccccc1Cl
91.0,-12.4,-2.1,-6.5,-4.2,-4.0,-0.9,2.5,0.0,9.9,C=C(C)c1cccc(C(C)(C)NC(=O)NC2CCCC2)c1
87.0,-3.8,-0.7,5.3,0.5,2.5,-1.6,15.7,0.0,2.7,Cc1ccc(S(=O)(=O)c2ccc(Cl)cc2)cc1S(N)(=O)=O
101.0,-7.3,-1.9,1.1,-1.3,-6.9,-0.5,-2.1,-0.1,5.5,COc1ccc(S(=O)(=O)N2CCCCCC2)cc1C(=O)N1CCN(c2ccccc2O)CC1
103.0,-9.9,-8.4,-3.9,80.9*,10.3,0.3,-8.2,0.1,-5.6,Cn1nnnc1SCc1ccc(C(=O)Nc2ccc(Br)cc2)cc1
97.0,-4.5,-1.8,6.6,-1.0,2.5,-4.7,2.6,0.4,-2.3,Cn1cc(CN2CCC(C(O)c3cccs3)CC2)c(-c2cccc(Cl)c2)n1 (configuration not stated)
97.0,1.4,0.4,3.9,-9.4,-6.3,2.1,-4.0,1.0,14.4,Cc1cc(OCCCCCNCCO)ccc1Cl
97.0,-3.8,0.5,-1.1,14.9,-8.2,0.3,3.0,-0.1,-3.4,O=C(O)C1CC(=O)N(c2ccc(OCc3ccc(Br)cc3)cc2)C1 (configuration not stated)
96.0,2.4,-18.4,0.0,4.1,4.5,-2.1,-1.9,0.3,8.5,O=C(CSC(=S)N1CCOCC1)c1ccccc1
102.0,-0.6,2.6,-1.8,3.3,-9.1,-2.6,-0.1,0.1,9.7,CCn1c(=O)c2cc(S(=O)(=O)NCCOc3ccccc3)ccc2n(CC)c1=O
96.0,-13.0,2.6,-4.5,-5.2,-10.7,-0.2,0.3,-0.2,15.7,COc1ccc(C2SCCN2S(=O)(=O)c2ccc(NC(C)=O)cc2)cc1 (configuration not stated)
93.0,-5.8,-12.2,-3.5,-0.4,-12.8,0.2,1.8,0.8,12.0,CC(=O)c1ccc(NC(=O)c2cnsn2)cc1
90.0,-14.8,-0.8,-10.7,1.2,-3.5,-1.6,6.4,-0.1,-3.9,CS(=O)(=O)N1CC(C(=O)NC2CC2)Oc2ccc(Cl)cc21 (configuration not stated)

Screening data: PubChem BioAssay, several laboratories
